High-throughput results: PubChem BioAssay, several laboratories
Lmaj promast – reduces viability of Leishmania major promastigotes; resazurin fluorescence viability; 200,000 tested, 9% active; inhibition, % at 10 µM;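 note: promastigotes grown with compound for 44 hours at 28 °C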
RAM inhibit – inhibitors of the yeast RAM network; S. cerevisiae dse1pr::URA3 reporter, 5-FOA growth OD615, 2 d; analog-sensitive cbk1-as2 kinase mutant strain; AID 868; 190,000 tested, 1.8% active; inhibition, % at 50 µM;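 active = inhibition above a set limit, 3 SD over mean compound inhibition, cut at about 8.4% in these data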;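 note: 0% = DMSO-only wells with no growth and 100% = 10 µM 1-NA-PP1 full growth; inhibition rescues growth on 5-FOA so higher OD means more RAM inhibition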
PMI activator – activators of human phosphomannose isomerase | purified human PMI, coupled resazurin fluorescence, 20 min; stronger effect = higher value; 1 = vehicle control, 0 substrate-free wells | activation factor at 20 µM | 190,000 tested, 0.005% active;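 active = activation factor of 2 or more at 20 µM, relative to plate controls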
G6PDH CS – counter-screen for G6PDH assay hits: L. mesenteroides G6PDH inhibition. 200,000 tested, 0.12% active. Purified L. mesenteroides G6PDH, diaphorase/resazurin coupled fluorescence, 45 min. inhibition, % at 5 µM
PMI act hi M6P – increases human PMI activity with near-saturating mannose 6-phosphate | P34949 | coupled PMI enzyme assay, resazurin fluorescence, 20 min; stronger effect = higher value; 1 = untreated enzyme, 0 = substrate-free blank | activation factor at 20 µM | 190,000 tested, 0.34% active | AID 1216;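 active = activation factor of 2 or more at 20 µM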
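assay system = human phosphomannose isomerase with PGI, G6PDH, diaphorase coupling enzymes | quantity = 15 ng/mL PMI | incubation = enzyme reaction with compound 20 min at room temperature | medium = HEPES pH 7.4 buffer with MgCl2 and Tween-20 | compound dosing = one concentration, 20 µM, in 1% DMSO | measured by = Diaphorase-driven resazurin-to-resorufin fluorescence, excitation 544, emission 590 nm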
DTT redox prof – compounds producing H2O2 with reducing agent – biochemical, NIH compound library profiling, artefact control for MLSCN library redox annotation, primary screen; DTT-dependent redox cycling H2O2, phenol red/HRP absorbance; 100% = 100 µM peroxide control, 0% = buffer; AID 878; 200,000 tested, 0.03% active; activation, % at 10 µM;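 active = activation of at least 50% relative to the plate's high and low controls in the primary single-dose screen; inactive = activation below 50%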;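 note: compound incubated with DTT at 0.8 mM final as the reducing agent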
Diaphorase act – counter-screen for diaphorase-based assays: diaphorase activators and chemical reducers; Diaphorase/resazurin coupled assay, resorufin fluorescence, 16 min; stronger effect = higher value; 1 = vehicle wells, 0 = NADH-free wells; activation factor at 20 µM; 190,000 tested, 0.005% active;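 active = diaphorase activity raised at least twofold by the compound at 20 µM; inactive = activation factor below 2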
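Test system: Clostridium kluyveri diaphorase, purified enzyme; input: enzyme 0.07 U/mL final; buffer or medium: 50 mM HEPES pH 7.4 with 4.542 mM MgCl2, 0.005% Tween 20; also added: 0.114 mM NADH and 0.1 mM resazurin, final amounts; schedule: 16 min enzyme reaction, ambient temperature; technique: fluorescence of resorufin, 544 nm excitation, 590 nm emission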
Hsp70 activator – transcriptional activators of Hsp70; HeLa Hsp70 promoter luciferase reporter, luminescence; scaled: vehicle 0, proteasome-inhibitor control 100%; activation, % at 10 µM; 200,000 tested, 0.04% active; AID 1203;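 active = activation above the mean across all tested compounds plus 3 SD, cutoff set per campaign, cut at about 5.5% in these data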;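 note: 100% = MG132 at 30 µM as the positive control and 0% = DMSO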
Diaph inh CS – diaphorase inhibition or chemical oxidation counter-screen; diaphorase resazurin-to-resorufin fluorescence, NADH, 16 min; bacterial (C. kluyveri) enzyme, not human; inhibition, % at 20 µM; 190,000 tested, 0.69% active;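 active = primary screen inhibition at 20 µM above a set limit, cut at about 50% in these data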;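 note: plate controls were DMSO with full reaction for no effect and wells lacking NADH for full effect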
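Detection: fluorescence of resorufin formed from resazurin, Ex 544/Em 590 nm; test system: Clostridium kluyveri diaphorase enzyme; amount: 0.14 U/mL diaphorase, enzyme working solution; times: 16-min room-temperature incubation before reading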
TLR4-MyD88 BLA – TLR4-MyD88 interaction inhibition in cells | O00206+Q99836 | HeLa CL3-4 TLR4/MyD88 BLA complementation, FRET ratio | inhibition, % at 8.4 µM | 200,000 tested, 0.18% active | AID 861; in the data active = inhibition above about 25%;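 note: 0% = vehicle and 100% = reference inhibitor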
Target sequence (O00206 whole entry, looked up): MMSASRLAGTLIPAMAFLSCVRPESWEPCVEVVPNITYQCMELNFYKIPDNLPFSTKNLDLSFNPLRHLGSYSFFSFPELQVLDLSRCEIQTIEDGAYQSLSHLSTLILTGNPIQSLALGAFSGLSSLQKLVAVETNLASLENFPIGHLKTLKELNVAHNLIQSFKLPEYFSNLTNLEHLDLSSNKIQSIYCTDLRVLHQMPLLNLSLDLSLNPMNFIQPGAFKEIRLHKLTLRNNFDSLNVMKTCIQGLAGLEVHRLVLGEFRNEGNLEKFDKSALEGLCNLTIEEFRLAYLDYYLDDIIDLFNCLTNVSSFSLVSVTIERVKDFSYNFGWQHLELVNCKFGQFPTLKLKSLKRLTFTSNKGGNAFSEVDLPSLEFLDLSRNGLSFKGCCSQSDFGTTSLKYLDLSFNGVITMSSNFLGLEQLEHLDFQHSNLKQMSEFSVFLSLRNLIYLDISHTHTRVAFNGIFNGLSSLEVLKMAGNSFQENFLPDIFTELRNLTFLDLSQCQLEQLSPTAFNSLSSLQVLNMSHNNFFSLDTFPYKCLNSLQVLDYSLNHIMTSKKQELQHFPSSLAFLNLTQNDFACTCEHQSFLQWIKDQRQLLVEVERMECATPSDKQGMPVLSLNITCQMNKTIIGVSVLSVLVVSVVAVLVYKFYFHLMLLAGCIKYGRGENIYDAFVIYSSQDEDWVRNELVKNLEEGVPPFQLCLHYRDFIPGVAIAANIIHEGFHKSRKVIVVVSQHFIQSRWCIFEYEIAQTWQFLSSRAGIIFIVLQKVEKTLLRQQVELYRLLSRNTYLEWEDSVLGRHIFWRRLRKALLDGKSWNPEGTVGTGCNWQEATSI
Target sequence (Q99836 whole entry, looked up): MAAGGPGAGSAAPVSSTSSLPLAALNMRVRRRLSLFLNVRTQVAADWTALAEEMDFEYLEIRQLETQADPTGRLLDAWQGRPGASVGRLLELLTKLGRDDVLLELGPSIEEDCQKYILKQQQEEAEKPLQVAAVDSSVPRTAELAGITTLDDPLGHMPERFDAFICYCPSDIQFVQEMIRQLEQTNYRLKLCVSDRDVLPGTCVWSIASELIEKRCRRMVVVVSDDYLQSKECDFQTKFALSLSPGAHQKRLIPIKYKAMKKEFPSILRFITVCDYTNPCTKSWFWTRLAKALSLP
S1P3 antagonist – antagonists of human S1P3 receptor; Q99500; CHO S1P3 NFAT-BLA reporter, FRET fluorescence, antagonist mode; inhibition, % at 4.98 µM; 170,000 tested, 0.27% active; AID 485;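 active = inhibition above the plate cutoff, the mean inhibition of test wells on that plate plus 3 SD, cut at about 28% in these data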;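 note: cells challenged with S1P at its EC80 of 0.8 µM; blue over green emission ratio from cleaved BLA substrate after 4 h stimulation; 0% = S1P-stimulated wells and 100% = unstimulated DMSO-only wells; some compounds past the cut are filed as inactive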
* hit, by the source's call; . = no result given. Cut-off read from the data, not from the text of the source, unless noted: active = inhibition above about 50%; inactive = the rest.

SMILES	Lmaj promast	RAM inhibit	PMI activator	G6PDH CS	PMI act hi M6P	DTT redox prof	Diaphorase act	Hsp70 activator	Diaph inh CS	TLR4-MyD88 BLA	S1P3 antagonist
O=C(CSCc1ccccc1)NCCCN1CCOCC1	18	3.3	1	12	1	-1.5	0.9	0.2	7	-2	-19
CCn1c(SCC(=O)N2CCOCC2)nc2ccccc21	-7	2.2	0.9	14	1	-0.1	1.1	0.1	-6	-6	-14
COc1cc(OC)cc(C(=O)NCCOC23CC4CC(CC(C4)C2)C3)c1	34	-1.0	0.9	3	0.9	0.0	0.9	-0.4	11	3	-11
CC(C)CNS(=O)(=O)c1ccccc1C(=O)N1CCCCC1	-3	1.6	1	5	1	-2.8	1	0.2	4	-8	7
O=C(Nc1ccc(Cc2ccc(NC(=O)N3CCOCC3)cc2)cc1)N1CCOCC1	-7	5.0	0.8	-17	0.9	0.2	0.9	-0.2	7	4	-4
Cc1cccc(C)c1-n1c(C)cc(/C=N\Nc2ccc([N+](=O)[O-])cn2)c1C	33	2.9	1.4	8	1.8	0.8	0.9	-0.1	7	29*	.
CCCNC(=O)CN(C)C(=O)c1n[nH]c2ccccc12	-5	1.0	1.1	13	0.9	1.9	1	-0.2	1	1	.
CN(C)CCNC(=O)c1ccc(COCC(F)(F)F)cc1	-3	0.2	1	-15	1	-0.2	1	0.1	4	-10	9
COc1ccc(-c2cc(C(=O)O)no2)cc1	-6	1.0	0.9	11	0.9	-1.2	0.9	-0.2	12	0	-5
CCOC(=O)C(Cc1ccc(NC(=O)/C(=C/c2ccccc2)NC(=O)c2ccccc2)cc1)N1C(=O)c2ccccc2C1=O (stereo unspecified)	-5	4.9	0.9	-2	1	0.2	0.9	0.1	9	-2	.
COC(=O)c1cc(NC(=O)Cn2c(=O)cnc3ccccc32)cc(C(=O)OC)c1	-4	6.2	0.9	2	0.9	0.1	0.8	-0.1	22	3	-6
COc1ccccc1CC(=O)Nc1ccc(F)cc1F	-6	1.3	1.1	4	1	0.4	1.2	-0.2	-17	-14	-6
COCC(=O)Nc1cc(OC)ccc1OC	-5	0.8	0.8	6	0.8	-0.9	0.8	-0.4	16	1	-34
O=C(NCc1nnc(SCC(=O)N2CCCc3ccccc32)o1)c1ccccc1F	-6	1.6	0.9	10	0.9	-1.3	0.9	-0.3	9	-4	-8
O=C(CCc1ccccc1)N1CCN(c2ccc([N+](=O)[O-])cc2)CC1	1	1.4	1	-2	1	-0.1	0.9	-0.1	7	-6	28
COc1cc(NS(=O)(=O)c2ccc(OC)c(OC)c2)cc(OC)c1	4	0.8	1	12	1	-2.8	0.8	-0.3	18	-1	-13
[O-][n+]1onc2c1CCc1[nH]c(-c3ccccc3)nc1-2	40	0.2	1	12	1	0.1	0.9	-0.2	14	4	-44
CN(C)c1ccc(C(CNS(=O)(=O)c2ccc(F)cc2)c2c[nH]c3ccccc23)cc1 (stereo unspecified)	79*	0.7	0.9	10	1.2	-0.2	0.7	-0.5	30	17	1
O=C(c1cc2nc(-c3ccc(F)cc3)cc(C(F)(F)F)n2n1)N1CCCCC1c1cccnc1 (stereo unspecified)	96*	0.0	1	-1	1	-0.3	0.9	-0.2	13	-2	27
Cc1ccc(C(=O)Oc2ccc([N+](=O)[O-])cc2)cc1S(=O)(=O)N1CCCCCC1	-2	6.8	0.9	-12	1	-1.2	0.8	0.1	18	15	-25

Fetched one by one from the entries so far (two):
SMILES	Lmaj promast	RAM inhibit	PMI activator	G6PDH CS	PMI act hi M6P	DTT redox prof	Diaphorase act	Hsp70 activator	Diaph inh CS	TLR4-MyD88 BLA	S1P3 antagonist
O=C(CCc1ccccc1)N1CCN(c2ccc([N+](=O)[O-])cc2)CC1	1	1.4	1	-2	1	-0.1	0.9	-0.1	7	-6	28
Cc1ccc(C(=O)Oc2ccc([N+](=O)[O-])cc2)cc1S(=O)(=O)N1CCCCCC1	-2	6.8	0.9	-12	1	-1.2	0.8	0.1	18	15	-25

Going on with the list.
SMILES	Lmaj promast	RAM inhibit	PMI activator	G6PDH CS	PMI act hi M6P	DTT redox prof	Diaphorase act	Hsp70 activator	Diaph inh CS	TLR4-MyD88 BLA	S1P3 antagonist
CCCCOc1ccc(C(=O)N/C(=C/C=C/c2ccccc2)C(=O)NCCO)cc1	1	0.7	0.8	5	1	-0.1	0.9	0.6	13	-3	-10
O=C(Nc1ccc(OCc2ccccc2)cc1)c1cccnc1	-4	1.8	0.9	5	0.9	0.1	0.9	-0.2	14	-13	.
c1ccc(-c2cc(N3CCCCC3)nc(-c3ccccc3)n2)cc1	38	2.1	0.9	-4	0.9	-0.6	0.9	0.0	11	-5	.
CC(C)N(C(=O)CSc1nnc(Cc2ccc3c(c2)OCO3)n1C)C(C)C	-10	0.9	0.9	14	0.9	-0.3	0.9	-0.3	12	4	-7
CCOc1cc(N2CCOCC2)c(OCC)cc1NC(=O)COc1ccccc1[N+](=O)[O-]	-4	2.5	1	1	0.8	-2.0	0.9	-0.1	9	-10	-15
Cc1cc2n(n1)SC(Nc1ccc(F)c(Cl)c1)N2 (stereo unspecified)	12	2.6	0.5	4	0.6	2.0	0.8	-0.1	19	-3	.
CS(=O)(=O)Nc1ccccc1C(=O)Nc1ccc2c(c1)OCCO2	-6	0.1	0.9	1	0.9	2.4	0.9	0.1	13	-15	1
CCOC(=O)N1CCN(c2c(NCc3cccs3)c(=O)c2=O)CC1	0	2.9	0.9	14	1	-0.6	0.8	-0.4	17	10	2
Cc1ccc(NC(=O)CN2CCN(c3ccccn3)CC2)cc1S(=O)(=O)N(C)C	10	-1.1	1	3	1	0.1	0.9	-0.2	7	-17	-9
O=C(Nc1ccccn1)[C@@H]1CCC(=O)N1C(=O)OCc1ccccc1	-5	1.9	1	4	0.9	0.1	0.9	-0.3	6	13	3
CN1CCc2c(OCC(=O)N3CCCc4ccccc43)cccc2C1=O	-5	-0.6	1	-5	1	0.0	1	-0.1	-4	1	-6
CC(CCc1ccccc1)NC(=O)c1ccc(NC(=O)c2cccc(Br)c2)cc1 (stereo unspecified)	30	5.7	1	-4	1	0.9	0.9	-0.4	12	-19	1
O=C1CNC(=O)/C(=C/c2ccco2)N1	2	1.0	1.5	3	1.1	-1.2	1	-0.3	1	-14	-7
C=CCNC(=O)c1cccc(Br)c1	-2	0.9	0.9	-5	0.9	0.4	0.9	-0.2	9	-3	-28
CC1CC(C)(C)N(C(=O)CN2C(=O)c3ccccc3C2=O)c2ccccc21 (stereo unspecified)	7	2.4	1	5	1	-0.5	0.8	-0.5	21	-15	.
O=C(CC1CCCCC1)N1CCC(c2nc(-c3ccc(S(=O)(=O)N4CCCC4)cc3)no2)CC1	66*	0.8	0.9	4	1	-0.1	0.9	-0.3	14	-1	.
O=C(CSc1nnc(-c2ccccc2)c(-c2ccccc2)n1)N1CCc2ccccc21	57*	1.0	0.9	-40	0.9	-0.5	1	-0.3	2	-7	.
N=c1ccn(Cc2ccc(Cl)cc2Cl)cc1	-2	1.1	1.1	11	1.1	0.0	1.1	-0.3	-15	-6	.
O=C(COc1ccc(S(=O)(=O)N2CCCC2)cc1Cl)Nc1ccc2c(c1)OCO2	-5	2.7	1	-21	1	1.8	1	-0.4	2	-4	-8
CC(c1ccco1)N(C(=O)c1ccccc1NS(=O)(=O)c1cccc([N+](=O)[O-])c1)c1ccccn1 (stereo unspecified)	-1	4.9	1.2	5	1.1	-0.2	1	-0.5	1	-2	-8
O=C(c1ccccc1Sc1ccc([N+](=O)[O-])cc1)N1CCCCC1	2	0.1	1.2	17	1.1	-0.7	1	-0.4	3	-11	-23
Cc1ccc(-c2cc(C(=O)Nc3sc4c(c3C(=O)NCc3ccco3)CCC4)[nH]n2)c(O)c1	-3	4.5	0.9	14	1	0.9	1	-0.5	-4	-5	0
C=C(C)CNC(=S)Nc1sc2c(c1C(=O)OCC)CC(C)(C)OC2	-2	4.3	0.7	-17	0.9	0.5	0.8	-0.5	23	-14	-17
S=C(NCc1cccnc1)Nc1ccc(Cl)cc1	8	1.6	1	0	1	13	0.9	-0.3	9	0	.
CC(C)(Oc1ccc(Cl)cc1)C(=O)NCCCn1ccnc1	1	2.3	0.9	5	0.9	0.6	0.8	-0.2	16	7	-48
CC1CC(C)CN(CC(=O)c2cccs2)C1 (stereo unspecified)	5	-0.4	1.3	3	1.2	-0.7	0.9	-0.2	8	10	2
Cc1cc(NO)nc(-c2ccc(Br)cc2)n1	20	2.0	1	8	0.9	-2.8	0.8	1.1	19	11	6
COc1ccc(Nc2nc(Cl)nc(NCCO)n2)cc1	7	0.1	1	-8	1.1	-0.1	0.9	-0.5	6	-3	-4
OCCn1c(CSc2nnc(-c3ccco3)n2-c2ccccc2)nc2ccc(Cl)cc21	8	1.4	1	-23	1.2	-2.2	0.8	-0.3	15	-7	7
CCOc1nc(-c2ccc(OC)cc2)ccc1-c1noc(-c2cc(OC)c(OC)c(OC)c2)n1	-5	3.5	0.9	7	1	3.6	1	-0.2	-1	8	-33
Cc1cccc(NC(=O)Cn2cnc3ccccc3c2=O)c1C	-4	1.9	1	3	1.1	0.7	1.1	0.1	-6	6	.
Cc1ccc(S(=O)(=O)Nc2ccccc2CNC2CCCCC2)cc1	3	0.0	1	-3	1	0.3	1	0.0	0	4	-22
Cc1cc(S(=O)(=O)NCCN(C)C)c(C)s1	-1	-0.5	1	9	1	0.1	0.9	-0.5	13	6	-5
Cc1ccc(-c2c[nH]c(=S)n2-c2ccccc2F)cc1	-5	0.7	1	0	1	0.0	0.8	0.1	15	-1	-7
NS(=O)(=O)c1cccc(NC(=O)Cn2cnc3ccccc3c2=O)c1	-1	1.3	0.9	0	1	-1.2	0.8	-0.2	16	4	.
CC(C)=CC(=O)Nc1ccc(S(=O)(=O)Nc2ccccn2)cc1	-3	4.4	1	5	1	0.0	1	-0.1	2	0	13
CC(C)CNC(=O)COC(=O)CCC(=O)c1ccc(Cl)cc1	-8	0.7	1.1	3	1	-0.3	1	-0.1	3	-9	-17
COc1cc(Cl)c(S(=O)(=O)N2CCN(Cc3ccc4c(c3)OCO4)CC2)cc1Cl	13	2.4	0.9	-20	0.9	-0.5	0.8	-0.2	15	2	-8
